Screening results (PubChem)
aGal spleen mod: qHTS Assay for Inhibitors and Activators of Human alpha-Galactosidase From Spleen Homogenate. Alpha-galactosidase A (Homo sapiens), P06280. human spleen homogenate, 4MU-alpha-Gal fluorescence, 40 min. Potency, µM (highest dose often 80 µM), without a hit: at the top dose activity change, negative = inhibition, actives largely listed as inhibitors. hit rate 0.008% among 240,000. AID 2107, 2009;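 further: 0% = enzyme with vehicle and -100% = no enzyme basal signal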
Target sequence (P06280 32-429 limits assumed): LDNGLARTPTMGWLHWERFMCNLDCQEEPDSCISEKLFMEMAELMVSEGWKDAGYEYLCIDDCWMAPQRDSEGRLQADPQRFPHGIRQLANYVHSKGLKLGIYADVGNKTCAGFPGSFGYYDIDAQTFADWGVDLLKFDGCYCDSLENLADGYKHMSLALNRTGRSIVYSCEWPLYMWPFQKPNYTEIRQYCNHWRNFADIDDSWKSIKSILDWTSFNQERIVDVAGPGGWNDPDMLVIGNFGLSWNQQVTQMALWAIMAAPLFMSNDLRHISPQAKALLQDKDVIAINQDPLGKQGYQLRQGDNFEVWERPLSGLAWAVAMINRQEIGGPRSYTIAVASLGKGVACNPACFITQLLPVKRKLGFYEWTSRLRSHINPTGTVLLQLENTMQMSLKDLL
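Human spleen homogenate (1 ug) was the enzyme source, with 4-methylumbelliferyl-alpha-D-galactopyranoside (1 mM final) in pH 5.0 citrate buffer with 0.01% Tween-20. Compounds were titrated; after 40 min at 37C, NaOH/glycine stop, 4-MU fluorescence read; AC50 from Hill fits.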
NPSR antagonist: qHTS Assay for Antagonists of the Neuropeptide S Receptor: cAMP Signal Transduction. Q6W5P4. CHO-NPSR cells, cAMP TR-FRET, antagonist mode. Potency, µM (series often up to 38.3 µM), for the others: at the highest dose activity change, negative = inhibition, hits mostly inhibitors. hit rate 1% among 220,000. AID 1461, 2008; further: on the % scale 0 is the no-effect control and ±100 the full control effect; nearly all actives have a fitted effect of over 50% in size; many of its hits are not listed in these tables
GAA glycogen mod: qHTS Assay for Inhibitors and Activators of Human alpha-Glucosidase Cleavage of Glycogen; recombinant GAA, glycogen substrate, Amplex Red glucose oxidase fluorescence; Potency, µM (highest dose often 76.4 µM), for inactives: at the top dose activity change, negative = inhibition, hits mostly inhibitors; hit rate 0.38% among 300,000; Lysosomal alpha-glucosidase (Homo sapiens), P10253;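 further: 0% = full enzyme reaction and -100% = no-enzyme basal signal; the screen sought inhibitors and activators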
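Natural-substrate format: glycogen cleavage by 4 nM human enzyme, glucose read by Amplex Red coupling (Ex 573, Em 610 nm). Normalized to enzyme and no-enzyme controls.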
Epigenetic derep: Quantitative High-Throughput Screen for Regulators of Epigenetic Control | hit rate 0.2% among 280,000 | murine LDR cells, GFP reporter derepression, 30 h | Potency, µM (doses to about 53.9 µM), for inactives: at the top dose GFP activation, hits mostly activators; further: % of control where 0% means no effect; nearly all actives have a fitted effect of over 60% in size
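GFP-positive cell count by laser-scanning cytometry (objects 20–120 um) after 30 h, 37 C compound exposure of murine LDR cells; reporter is CMV-GFP integrated at a silenced locus, inducible by HDAC or DNMT inhibitors.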
ALDH1A1 inh: qHTS Assay for Inhibitors of Aldehyde Dehydrogenase 1 (ALDH1A1) | Potency, µM (series often up to 75.3 µM), for inactives: at the highest dose activity, negative = inhibition, most hits filed as inhibitors | Purified ALDH1A1, NADH fluorescence, propionaldehyde substrate | hit rate 7.3% among 220,000; active means well fitted inhibition curve with a large enough effect, not every such curve was filed as active; inconclusive means small, poorly fitted or top-dose-only effect, or another doubt; inactive means no such curve, though single readings can be large or run the other way;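 further: plate controls were no enzyme wells and a reference inhibitor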
Target sequence (P00352 whole entry, looked up): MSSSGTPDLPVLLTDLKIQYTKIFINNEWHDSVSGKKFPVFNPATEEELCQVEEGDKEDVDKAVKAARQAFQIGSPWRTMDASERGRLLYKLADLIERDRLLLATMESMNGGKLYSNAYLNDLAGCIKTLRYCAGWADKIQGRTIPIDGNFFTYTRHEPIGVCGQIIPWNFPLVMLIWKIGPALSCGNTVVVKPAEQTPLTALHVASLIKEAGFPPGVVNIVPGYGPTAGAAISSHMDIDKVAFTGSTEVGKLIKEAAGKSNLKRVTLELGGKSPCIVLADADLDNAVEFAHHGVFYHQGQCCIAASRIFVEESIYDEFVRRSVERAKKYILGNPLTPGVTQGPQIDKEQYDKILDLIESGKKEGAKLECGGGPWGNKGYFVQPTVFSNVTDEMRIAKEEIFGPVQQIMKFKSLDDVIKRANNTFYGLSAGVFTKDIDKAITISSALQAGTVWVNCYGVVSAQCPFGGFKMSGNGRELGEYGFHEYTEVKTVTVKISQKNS
GAA inhib: qHTS Assay for Inhibitors of Human alpha-Glucosidase as a Potential Chaperone Treatment of Pompe Disease; Lysosomal alpha-glucosidase (Homo sapiens), P10253; purified human GAA, 4-MU-alpha-glucoside fluorescence; Potency, µM (doses to about 76.9 µM), for inactives: at the top dose activity change, negative = inhibition, hits mostly inhibitors; hit rate 0.005% among 200,000; AID 1466, 2008;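 further: plate controls were uninhibited enzyme wells for no effect and no-enzyme background for full effect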
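Human alpha-glucosidase, 4 nM, pre-mixed with test compounds before 400 uM 4-methylumbelliferyl substrate; 20 min room temperature at pH 5.0. Fluorescence read after pH 10 stop; AC50 values from Hill-equation fits.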
GAA spleen mod: qHTS Assay for Inhibitors and Activators of Human alpha-Glucosidase From Spleen Homogenate; AID 2112, 2009; Potency, µM (doses to about 79.9 µM), inactives show at the top dose activity change, negative = inhibition, usual class: inhibitors; Lysosomal alpha-glucosidase (Homo sapiens), P10253; hit rate 0.006% among 240,000; human spleen homogenate, 4-MU-alpha-glucoside fluorescence;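 further: 0% = enzyme with vehicle and -100% = no enzyme basal signal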
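Enzyme source: human spleen homogenate, 1 ug/well. Buffer 50 mM citric acid/K phosphate pH 5.0, 0.01% Tween-20. 4-MU-alpha-glucoside 1 mM; 37 C x 40 min; NaOH/glycine stop; fluorescence.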
Tau fluor counter: Counterscreen qHTS for Inhibitors of Tau Fibril Formation, Fluorescence Polarization; tau K18 P301L Alexa594 fluorescence, heparin fibrillization; Potency, µM (series often up to 57.7 µM), for inactives: at the highest dose activity change, negative = decrease; hit rate 0.93% among 280,000; further: on the % scale 0 is the no-effect control and ±100 the full control effect; nearly all actives have a fitted effect of over 55% in size
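Human tau K18 P301L (15 uM unlabeled, 0.24 uM Alexa 594-labeled) in 100 mM sodium acetate pH 7 with 20 uM heparin, 6 hr at 37 C. ThT 30 uM added, 1 hr ambient; Alexa 594 FP and total fluorescence read at 555/632 nm.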
Starred values were filed as active, the others as inactive; ? = inconclusive; · = no result given; [ ] = dose if it differs, or a comment. Unless noted, the call rests on the fitted dose curve; in most records, active means well fitted curve in the direction sought with a large enough effect; inconclusive means small, poorly fitted or top-dose-only effect, or another doubt; inactive means no such curve, though single readings can be large; an effect the other way counts as inactive or inconclusive. Potency means the concentration at half of the fitted maximal effect. An excerpt. The share of hits here may be higher or lower than overall.

SMILES | aGal spleen mod | NPSR antagonist | GAA glycogen mod | Epigenetic derep | ALDH1A1 inh | GAA inhib | GAA spleen mod | Tau fluor counter
O=C(Nc1ccccc1)c1ccc(=O)n(Cc2ccc(F)c(F)c2)c1 | 2.6% | -1.7% | 2.2% | -2.0% | -3.1% | 0.3% | -2.9% | -9.1%
COc1cc(OC)cc(C(=O)Nc2ccc(-n3cnnn3)c(C)c2)c1 | 10.0% | -13.0%[46.1 µM] | 3.5% | -1.5% | ? | -2.0% | 3.6% | -16.3%
Cc1c(/C=N/NC(=O)c2cccs2)c2ccccc2n1Cc1ccccc1Cl | 9.7% | -25.7% | 2.5% | ? | · | · | -5.1% | -22.7%
Cc1ccc(S(=O)c2ccc(C)cc2)cc1 | -5.9% | 0.0%[46.1 µM] | 11.2% | -2.9% | -1.5% | -4.7% | -5.9% | -4.6%
COc1ccc(CNC(=O)C(c2ccncc2)N(C(=O)Cc2cccs2)c2cccc(C)c2)cc1 (stereo unspecified) | -4.9% | ? | 1.2% | 6.7% | ? | ? | -1.6% | -3.9%
Cc1ccc(S(=O)(=O)Cn2nnnc2C(C(C)C)N2CCN(Cc3ccco3)CC2)cc1 (stereo unspecified) | 11.7% | -5.6%[46.1 µM] | 16.2% | 0.9% | -11.6% | -0.8% | 2.4% | -11.3%
O=c1ccc2cc(S(=O)(=O)N3CCOCC3)ccc2o1 | -0.7% | 6.4%[46.1 µM] | -3.0% | 1.1% | 0.6% | -12.7% | -8.2% | 3.0%
O=C(CSc1nc2ncc(Cl)cc2[nH]1)N(Cc1ccccc1)C1CCS(=O)(=O)C1 (stereo unspecified) | 5.6% | -12.8% | -1.8% | 4.1% | ? | -4.5% | -11.0% | -6.5%
CCCOCCOC(=O)c1[nH]c2c(c1C)C(=O)CC(c1cc(OC)ccc1OC)C2 (stereo unspecified) | 1.7% | 36.2%[46.1 µM] | -2.0% | 0.0% | -4.9% | 2.1% | -0.5% | -10.5%
C=CCn1c(=O)c2c(C)c(C)sc2n2c(Nc3ccccc3)nnc12 | 8.5% | -22.0%[46.1 µM] | ? | -1.7% | 5.5% | 7.0% | 7.9% | -0.8%
CCOc1ccc(-c2nnn(CC(=O)NCc3ccc(C)cc3)n2)cc1 | 2.6% | 11.1% | 3.5% | -0.1% | 2.8% | 5.1% | 1.9% | -4.7%
COc1cc(/C=N/N2C(=O)c3ccccc3C2=O)ccc1O | 1.4% | 4.4% | -13.9% | -1.0% | ? | -5.6% | -7.3% | -8.7%
O=C(O)CC1C(=O)NCCN1Cc1ccc(F)c(F)c1 (stereo unspecified) | -0.5% | 1.1%[46.1 µM] | 2.4% | -1.0% | 26.2% | -2.2% | -0.9% | 5.2%
Cc1cc(N)nc2nc(C(F)(F)F)nn12 | 1.0% | 10.8% | -3.7% | -5.8% | -0.8% | -0.9% | -5.7% | -0.8%
Cc1cc(C)cc(SCc2noc(C(=O)NCc3ccccc3)c2C(=O)NCc2ccccc2)c1 | 12.2% | -9.6% | 2.5% | 1.3% | · | · | -7.2% | -11.3%
CCOC(=O)CSc1ncc(-c2ccccc2)nn1 | 6.9% | 5.1%[46.1 µM] | 8.2% | -0.8% | 1.5% | -14.9% | 2.3% | -8.2%
Cc1cc(NC(=O)CSc2nnc(C3COc4ccccc4O3)n2N)no1 (stereo unspecified) | 20.1% | -24.5% | -18.4% | -3.9% | · | · | 15.1% | 2.0%
CC(C)c1ccc(C2NC(=S)NC3=C2C(=O)CC(C)(C)C3)cc1 (stereo unspecified) | -1.1% | -33.3% | -0.7% | -1.1% | 2µM* | 1.8% | -4.3% | -12.2%
O=C(COC(=O)Cn1cnc2ccccc21)Nc1cc2c(cc1Cl)C(=O)c1ccccc1C2=O | -13.2% | -6.6% | 24.6% | -0.2% | ? | -0.5% | -6.7% | ?
COc1ccc(-c2noc(CCCc3ccccc3)n2)cc1OC | -2.4% | -22.3%[46.1 µM] | -6.6% | 0.0% | 3.8% | -1.1% | 0.8% | -10.9%
CCOc1ccc(NCC(=O)c2ccc(C)cc2)cc1 | 1.0% | -3.8% | -11.4% | 1.1% | 3.16µM* | -6.1% | 3.6% | -17.2%
O=C(NCC(c1cccs1)N1CCOCC1)c1ccccc1NS(=O)(=O)c1ccc(Cl)c([N+](=O)[O-])c1 (stereo unspecified) | 2.7% | ? | -7.5% | -0.9% | 2.1% | -13.2% | -0.3% | -23.6%
O=C1[C@@H]2[C@H]3[C@H](O)[C@H](O)C/C(=N/OC[C@@H](O)COCc4ccco4)[C@H]3CC[C@H]2C(=O)N1c1ccc(F)cc1F | -0.4%[17.5 µM] | · | · | 1.1%[10.1 µM] | 4.6%[13.5 µM] | · | -7.3%[17.4 µM] | -1.6%[11.6 µM]
COc1ccc(-n2nnc3c(=O)n(CC(=O)N4CCC(Cc5ccccc5)CC4)cnc32)cc1 | -7.8% | -3.8%[46.1 µM] | -0.9% | 0.0% | ? | -1.5% | -5.1% | -7.9%
CC1(C)Cc2c(sc3nc(-c4cccs4)n(N)c(=O)c23)CO1 | 15.3% | -6.4%[46.1 µM] | -0.2% | -7.2% | -13.6% | -10.8% | -8.7% | -11.7%
COC(=O)Cc1c(C)c2ccc(OCc3nn[nH]n3)c(C)c2oc1=O | 0.8% | -3.2%[46.1 µM] | -1.4% | -1.9% | ? | 7.3% | 3.2% | -2.8%
COc1ccc2c(c1)O[C@@H](c1cccc(C(F)(F)F)c1)[C@H](OC(=O)NS(=O)(=O)c1ccc(F)cc1)C2=O | -4.3% | · | · | 0.8% | -2.0% | · | -11.1% | -1.2%
CCC(=O)n1nc(-c2ccccc2)nc1N | -10.8% | -0.1%[46.1 µM] | 6.7% | -3.1% | 15.4% | ? | -5.1% | -7.6%
O=C(c1ccc(N2CCCCCC2)c([N+](=O)[O-])c1)N1CCc2ccccc21 | -0.1% | -49.7% | 11.2% | 1.9% | ? | 2.3% | -1.5% | -12.6%
CN(C)/C=N/c1c(C#N)cnn1-c1ccccc1 | 13.4% | 6.5%[46.1 µM] | -3.2% | 0.0% | -9.1% | -9.0%[15.4 µM] | 5.6% | -3.2%
CCCCCOc1ccc(NC(=O)C2OC3OC(C)(C)OC3C3OC(C)(C)OC23)cc1 (stereo unspecified) | 7.4% | -8.2%[46.1 µM] | 13.1% | 1.3% | 1.5% | 1.4% | -3.6% | 4.4%
COc1ccc(CNC(=O)C(c2ccco2)N(Cc2cccs2)C(=O)Cc2cccs2)cc1 (stereo unspecified) | 5.1% | -21.0%[46.1 µM] | -8.7% | -0.8% | 0.631µM* | ? | -1.8% | -10.0%
Cc1cc(C)nc(SCc2cc(=O)c(OC(=O)c3ccc(Br)o3)co2)n1 | 6.3% | ? | -15.3% | 0.0% | -24.2% | ? | 0.2% | -13.8%
CCN(CC)c1ccc(C(=O)n2cnc3ccccc32)cc1 | -6.2% | -22.5%[46.1 µM] | -1.4% | 0.2% | ? | -4.1% | -9.6% | -17.8%
C=CCN1C(=O)CN=C1NCc1ccccc1 | -3.8% | -1.0%[46.1 µM] | -1.2% | -0.9% | 5.8% | 0.7% | 2.6% | -1.8%
Cc1ccc2c(c1)sc(=NC(=O)c1cccs1)n2C | 0.8% | -40.1% | -7.2% | -0.1% | ? | -3.1% | -4.4% | -13.0%
CCN(CC)C(=O)c1cc2sc3ccccc3c2s1 | ? | -5.9%[46.1 µM] | -1.8% | -1.8% | ? | -4.2% | -7.0% | -10.9%
O=C(/C=C/c1ccccc1[N+](=O)[O-])N1CCN(c2ccc(F)cc2)CC1 | 8.5% | -14.6% | -3.0% | -4.2% | -6.6% | ? | 5.8% | -15.0%
CCOC(=O)C1=C(C)SC2=NS(=O)(=O)CCN21 | 1.5% | -6.0%[46.1 µM] | 6.8% | -1.0% | 9.4% | -3.3% | -7.3% | 6.5%
O=C(CSc1nncs1)NC(=O)NCc1ccccc1 | 9.5% | -9.6%[46.1 µM] | -6.0% | -0.4% | ? | 0.9% | 7.9% | -4.4%
Cc1cccc(N=C2NN=C(c3c(C)[nH]c4ccccc34)CS2)c1 | 1.5% | -56.8% | -8.1% | 0.0% | ? | 0.3% | -3.7% | -1.2%
CCOC(=O)Cn1c(=N)n(Cc2ccccc2)c2ccccc21 | -2.2% | 5.1%[46.1 µM] | 2.1% | -0.9% | 0.2% | -5.4% | -11.4% | -4.5%
O=C(NCc1cccs1)C1CCC(CNS(=O)(=O)c2ccc(Br)s2)CC1 (stereo unspecified) | 1.9% | -16.6%[46.1 µM] | -3.3% | 2.9% | 2.82µM* | ? | 2.9% | -12.2%
Cc1ccc2nc(SCC(=O)Nc3cccc(S(N)(=O)=O)c3)[nH]c2c1 | 9.8% | -1.5% | 4.5% | -3.7% | · | · | 17.5% | 9.3%

Four entries from above, reformatted:
Every second line gives: aGal spleen mod, NPSR antagonist, GAA glycogen mod, Epigenetic derep, ALDH1A1 inh, GAA inhib, GAA spleen mod, Tau fluor counter
> Cc1ccc2nc(SCC(=O)Nc3cccc(S(N)(=O)=O)c3)[nH]c2c1
 : 9.8%, -1.5%, 4.5%, -3.7%, ·, ·, 17.5%, 9.3%
> CCOC(=O)Cn1c(=N)n(Cc2ccccc2)c2ccccc21
 : -2.2%, 5.1%[46.1 µM], 2.1%, -0.9%, 0.2%, -5.4%, -11.4%, -4.5%
> O=C(/C=C/c1ccccc1[N+](=O)[O-])N1CCN(c2ccc(F)cc2)CC1
 : 8.5%, -14.6%, -3.0%, -4.2%, -6.6%, ?, 5.8%, -15.0%
> O=C(NCc1cccs1)C1CCC(CNS(=O)(=O)c2ccc(Br)s2)CC1 (stereo unspecified)
 : 1.9%, -16.6%[46.1 µM], -3.3%, 2.9%, 2.82µM*, ?, 2.9%, -12.2%
